XiGFP reactiv: activators of inactive X chromosome reactivation, primary screen, imaging, XiGFP fibroblasts, GFP high-content imaging, set 2; XiGFP mouse fibroblasts, % GFP-positive cells imaging, 3 d; cells co-treated with 5-aza-dC sensitizer; scaled so ellipticine positive control = 100%; activation, % at 7.58 µM; 360,000 compounds, 0.055% hits; AID 743238, 2013;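 active = mean normalized replicate activation at least 10% and every replicate at or above 10%; inconclusive = only one of the two criteria met; inactive = mean below 10% and not all replicates reach 10%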;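 also: 0% = median of on-plate neutral control wells and 100% = ellipticine 6 µM median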
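Schedule: 3 d treatment, 15 min room-temperature fixation; system: 68-5-11 XiGFP fibroblast line; buffer or medium: DMEM plus 5-aza-dC sensitizer; control set: ellipticine 6 µM positive control; compound: one concentration, pinned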
S100A4 inh HTS: inhibitors of S100A4-myosin IIA peptide binding, primary screen, biochemical, fluorescence polarization, TAMRA-MyoIIA peptide; Protein S100-A4 (Homo sapiens), P26447; 360,000 compounds, 0.14% hits; inhibition, % at 10.7 µM;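 active = mean inhibition of at least 70% across replicates, with every replicate also reaching that level; inconclusive = mean inhibition reaches 70% but some replicates fall short; inactive = mean inhibition below 70%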
Target sequence (P26447 whole entry, looked up): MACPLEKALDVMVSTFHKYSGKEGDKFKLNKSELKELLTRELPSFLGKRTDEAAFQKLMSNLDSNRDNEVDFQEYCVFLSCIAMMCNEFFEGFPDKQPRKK
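Compound dosing: one dose per compound; test system: human S100A4 monomer with TAMRA-labelled myosin IIA peptide; probe or stimulus: TAMRA-labelled myosin IIA heavy-chain peptide probe, 5 nM; medium: HEPES buffer with Ca2+, pH 7.2; schedule: 5 min incubation before reading; benchmarks: neutral control DMSO, positive control TFP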
E-sel inducer: E-selectin induction in HUVECs, primary screen, imaging, HUVEC, immunofluorescence imaging, single point | normalized: neutral wells 0, TNF-alpha wells 100 | AID 686992, 2013 | activation, % at 7.58 µM | 260,000 compounds, 0.37% hits;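 active = mean E-selectin-positive cell signal at least 10% of the positive control, reached in at least 60% of replicates, without over 20% cell loss; inconclusive = no rule given, readout overlaps actives, possibly toxicity-flagged; inactive = the rest, including those meeting only one limit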;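 also: in these data hits start at about 27%; measured in HUVEC primary endothelial cells; signal is the percent of cells scored E-selectin positive by PE staining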
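material = human umbilical vein endothelial cells (HUVEC), E-selectin induction | quantity = 3,000 cells/well | medium = EGM-2 growth medium on 0.1% gelatin-coated wells | technique = immunofluorescence imaging | read-out basis = % PE-positive cells | control set = TNF-alpha positive control, DMSO neutral control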
EWS-Fli block: EWS/Fli-driven NR0B1 reporter inhibitors, primary screen, A673 cells, NR0B1 luciferase, luminescence, MLPCN library | inhibition, % at 12.6 µM | 350,000 compounds, 0.67% hits | viability-normalised;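 active = mean inhibition of at least 50% after viability correction, with every replicate also passing that limit; inconclusive = mean reaches 50% but only one of two replicates passes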;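 also: firefly luciferase signal divided by Alamar Blue viability fluorescence both relative to DMSO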
RAD54 branch: inhibitors of human RAD54 branch migration, primary screen, biochemical, fluorescence, single point; DNA repair and recombination protein RAD54-like (Homo sapiens), Q92698; RAD54 Holliday junction branch migration, FAM/BHQ fluorescence; inhibition, % at 10.4 µM; 360,000 compounds, 0.14% hits;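 active = mean normalized replicate activity at least 40 and at least half of replicates scoring 40 or more; inconclusive = only one of the two criteria met; inactive = mean below 40 and under half of replicates reaching 40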;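 also: 0% = median of neutral control wells and 100% = median of positive control wells; inhibitors cause a drop in the FAM fluorescence signal; in these data hits start at about 50%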
Target sequence (Q92698 whole entry, looked up): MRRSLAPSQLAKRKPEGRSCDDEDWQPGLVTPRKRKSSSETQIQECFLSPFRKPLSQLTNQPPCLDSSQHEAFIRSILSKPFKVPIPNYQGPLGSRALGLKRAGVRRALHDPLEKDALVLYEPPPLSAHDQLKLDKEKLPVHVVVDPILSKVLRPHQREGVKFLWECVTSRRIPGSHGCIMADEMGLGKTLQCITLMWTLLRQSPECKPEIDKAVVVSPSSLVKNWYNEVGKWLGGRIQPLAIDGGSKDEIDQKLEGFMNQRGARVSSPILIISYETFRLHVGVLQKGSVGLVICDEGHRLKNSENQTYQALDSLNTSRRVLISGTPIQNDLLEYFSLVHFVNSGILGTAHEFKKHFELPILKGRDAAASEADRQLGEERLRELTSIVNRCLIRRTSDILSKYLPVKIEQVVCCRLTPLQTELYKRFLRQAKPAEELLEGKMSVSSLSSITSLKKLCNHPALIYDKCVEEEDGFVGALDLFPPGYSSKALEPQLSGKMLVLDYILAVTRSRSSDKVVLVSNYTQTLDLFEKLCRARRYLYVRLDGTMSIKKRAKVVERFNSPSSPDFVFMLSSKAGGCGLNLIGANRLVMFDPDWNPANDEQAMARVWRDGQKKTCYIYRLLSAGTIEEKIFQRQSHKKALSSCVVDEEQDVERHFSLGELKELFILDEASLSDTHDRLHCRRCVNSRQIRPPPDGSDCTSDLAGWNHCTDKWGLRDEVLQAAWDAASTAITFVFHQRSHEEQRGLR
RAD52 anneal inh: RAD52 DNA annealing inhibitors, primary screen, biochemical, FRET, single point, set 2; DNA repair protein RAD52 homolog (Homo sapiens), P43351; recombinant RAD52 DNA annealing, FRET fluorescence; inhibition, % at 18.7 µM; 360,000 compounds, 0.46% hits; AID 651710, 2012;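 active = every replicate showing at least 50% inhibition; inconclusive = mean inhibition at least 50% but not in every replicate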
esBAF inh: Bmi1 luciferase reporter increase in mESCs, primary screen, esBAF inhibitor project, mouse ES cells, Bmi1 luciferase knock-in, single point; 24 h; 100% = twice the neutral-well signal; reporter increase, % at 12.5 µM; 350,000 compounds, 2% hits; AID 602393, 2012; in the data active = activation above about 40%; inconclusive = no clear call, values can overlap the other calls;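 also: 0% = median of the plate's neutral control wells and 100% = double that signal; a rise in the Bmi1 reporter signal indicates esBAF inhibition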
FN deposition inh: inhibitors of fibronectin matrix deposition, primary screen, AH1F cells, Alexa488-fibronectin fluorescence, plate reader; AH1F fibroblasts, overnight; inhibition, % at 12.6 µM; 350,000 compounds, 0.086% hits;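 active = mean inhibition across replicates of 30% or more, regardless of how many single replicates reach that level; inconclusive = mean under 30% yet at least half of replicates reach 30%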;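 also: positive control wells lacked labelled fibronectin entirely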
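Measured by – fluorescence 485/525 nm · System – AH1F fibroblast monolayer, labelled fibronectin deposition · Amount – 10000 cells per well · Buffer or medium – serum-reduced DMEM (2% serum) · Doses – single dose, pinned · Also added – fluorescent fibronectin at 24 nM final · Schedule – 1 h cell attachment, overnight exposure to compound and label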
The depositor's hits bear a star; ? = inconclusive; · = no result given; & = joins results of further samples.

SMILES | XiGFP reactiv | S100A4 inh HTS | E-sel inducer | EWS-Fli block | RAD54 branch | RAD52 anneal inh | esBAF inh | FN deposition inh
C[C@H]1CN([C@@H](C)CO)C(=O)c2cc(NC(=O)Cc3ccccc3)ccc2O[C@H]1CN(C)Cc1ccc(Oc2ccccc2)cc1 | -0.1 | -12 | 0.2 | 6 | 1 | 1 | -2 | 14
O=C(C[C@H]1C[C@@H]2c3cc(NC(=O)c4cccnc4)ccc3O[C@@H]2[C@@H](CO)O1)NC1CCCCC1 | -0.1 | -20 | 0.5 | -1 | 4 | -11 | -3 | ·
COc1ccc(NC(=O)N2CCCCN3[C@H](CO)[C@H](c4ccc(-c5ccccc5F)cc4)[C@H]3C2)cc1 | 0.2 | -7 | 6.1 | 13 | 22 | 57* | -9 | 7
C/C(=N\NC(=O)c1nnn(-c2nonc2N)c1CSc1ccccc1)c1ccc2c(c1)OCO2 | -0.1 | 1 | · | 2 | -2 | -13 | -6 | -12
CCC(=O)Nc1ccc2c(c1)C(=O)N(C)C[C@@H](OC)[C@@H](C)CN(C(=O)COC)[C@@H](C)CO2 | -0.6 | -5 | -0.1 | 2 | 3 | -31 | -1 | -4
CC(NC(=O)NC(=O)c1ccc(F)cc1)C1CC1 (stereo not given) | 0.0 | -5 | 0.0 | -61 | -4 | -4 | ? | -11
Cc1c(C(N)=O)cc([N+](=O)[O-])cc1[N+](=O)[O-] | -0.1 | -3 | · | 4 | · | -3 | -2 | -3
C[C@@H]1COC(=O)[C@H](Cc2ccc(F)cc2)C/C=C\C[C@@H](CC(=O)NCCO)C(=O)N1 | 0.1 | 5 | · | -2 | -10 | -10 | 1 | 3
Cc1nc2ccccc2cc1C(=O)NCc1ccccc1 | 0.2 | -1 | · | 0 | -7 | 0 | · | -7
C/C=C/c1cnc2c(c1)C(=O)N([C@H](C)CO)C[C@@H](C)[C@@H](CN(C)S(=O)(=O)c1ccc(C)cc1)O2 | -0.5 | 14 | 0.4 | -6 | -2 | 1 | 0 | 1
CC1Cc2nc(SCC(=O)NCc3ccco3)n(-c3ccccc3)c(=O)c2S1 (stereo not given) | -0.1 | -7 | -2.2 | -1 | -4 | 4 | -5 | 7
c1ccc2[nH]c(SCC3CCCCO3)nc2c1 (stereo not given) | -0.1 | 4 | -2.7 | -40 | · | -3 | · | 6
Cc1ccc(OCc2nc3ccccc3n2C(C)C(=O)Nc2c(C)cccc2C)cc1 (stereo not given) | 0.0 | 0 | -0.1 | -4 | · | -18 | · | 3
CCc1ccc(C(=O)/C=C/NCc2ccc(F)cc2)cc1 | -0.1 | -1 | · | -14 | -1 | -36 | · | -3
CCOc1ccc(NS(=O)(=O)c2ccc(C)c(C(=O)NCCCn3ccnc3)c2)cc1 | 0.0 | -6 | · | 8 | · | -5 | · | 1
CCCCNc1ccc(C(CC(N)=O)NC(=O)Cc2cccc3ccccc23)cc1[N+](=O)[O-] (stereo not given) | 0.1 | 3 | -0.5 | -9 | -1 | -26 | 0 | -4
CCn1nc(C)c(CN2CCc3c([nH]c4ccccc34)C2c2ccc(F)c(OC)c2)c1C (stereo not given) | 0.4 | 6 | · | 11 | · | -25 | · | 8
C[C@H](CO)N1C[C@H](C)[C@H](CN(C)Cc2ccncc2)Oc2c(NC(=O)C3CCOCC3)cccc2C1=O | -1.2 | 17 | 1.2 | -6 | -4 | -1 | -8 | -6
O=C(NCC(c1ccc(F)cc1)N1CCOCC1)c1ccccc1F (stereo not given) | -0.2 | 4 | · | 10 | · | -1 | · | 2
C[C@@H]1CN([C@@H](C)CO)S(=O)(=O)c2ccc(C#Cc3ccc(F)cc3)cc2O[C@H]1CN(C)S(=O)(=O)c1ccc(F)cc1 | 0.1 | -3 | 0.9 | 26 | 4 | 24 | 1 | 15
Cc1ccc(S(=O)(=O)Nc2cccnc2)c(C)c1C | 0.0 | 4 | · | -11 | -9 | -7 | -7 | -12
O=C(CN(Cc1ccc(F)cc1)C(=O)c1csnn1)NCc1ccc2c(c1)OCO2 | 0.0 | -1 | · | -1 | -8 | -8 | 2 | -1
Cn1c(=O)c2c(nc3n2CCCN3CCc2ccccc2)n(C)c1=O | 0.0 | -2 | · | 2 | -7 | 2 | -6 | 3
O=C(COc1ccc(Cl)cc1)Nc1cc(S(=O)(=O)N2CCCCC2)ccc1N1CCCCC1 | 0.0 | · | 4.7 | 16 | 0 | · | · | -1
COc1ccc(CN(C)C(=O)CCCNC(=O)c2ccc(Cl)cc2)cc1 | 0.0 | -3 | · | 10 | -6 | -14 | -4 | 0
Cc1oc(-c2ccc(Cl)cc2)nc1CSCC(=O)NC1CCN(Cc2ccccc2)CC1 | 0.0 | -4 | · | 26 | -6 | -23 | -4 | 6
CC(=O)Oc1cc2c3c(c1)/C(=C1/SC(=S)NC1=O)C(=O)N3C(C)(C)C=C2C | -0.1 | 2 | -0.1 | -102 | · | -6 | · | -9
COc1ccc2[nH]c(C(=O)N3CCN(C)CC3)c(C)c2c1 | -0.1 | -1 | 0.3 | -7 | -12 | -8 | 1 | 8
COc1ccc(CCNC(=O)c2cc3c(=O)n4ccccc4nc3n(C3CCCCC3)c2=N)cc1 | 0.0 | -11 | · | 26 | 16 | -18 | -16 | -12
COC(=O)c1cc(S(=O)(=O)NCCN2CCN(c3ccccc3F)CC2)c[nH]1 | 0.0 | -4 | · | -1 | -7 | -12 | 3 | -3
C[C@H](CO)N1C[C@H](C)[C@H](CN(C)C(=O)Nc2cccc3ccccc23)Oc2c(NC(=O)Nc3ccc4c(c3)OCO4)cccc2C1=O | -0.2 | -3 | 0.0 | 16 | 8 | 4 | 0 | ·
CCCN(C)C[C@@H]1Oc2ncc(-c3cccc(C#N)c3)cc2C(=O)N([C@@H](C)CO)C[C@@H]1C | -0.3 | -8 | -0.1 | -4 | 2 | -1 | 4 | -2
Cc1csc(SCC(=O)Nc2sccc2C#N)n1 | 0.0 | 6 | 0.0 | -96 | · | -14 | · | 4
O=C1c2ccccc2C(Nc2ccc(F)c(Cl)c2)N1c1ccccn1 (stereo not given) | -0.1 | 13 | -2.2 | 4 | 8 | -1 | 5 | -1
O=C(Cc1cccnc1)N1CC(=O)N2[C@@H](CO)[C@@H](c3ccc(C#CC4CCCCC4)cc3)[C@@H]2C1 | 0.0 | -6 | 0.2 | -5 | · | 0 | · | -14
Cc1cc(C)n2nc(C(=O)OCC(=O)Nc3ccc(C)c(S(=O)(=O)N(C)C)c3)nc2n1 | -1.1 | -3 | 1.8 | -2 | -2 | -10 | -7 | 8

Grouped by structure, those above with an aryl thioether with sulfur outside any ring
SMILES | XiGFP reactiv | S100A4 inh HTS | E-sel inducer | EWS-Fli block | RAD54 branch | RAD52 anneal inh | esBAF inh | FN deposition inh
C/C(=N\NC(=O)c1nnn(-c2nonc2N)c1CSc1ccccc1)c1ccc2c(c1)OCO2 | -0.1 | 1 | · | 2 | -2 | -13 | -6 | -12
CC1Cc2nc(SCC(=O)NCc3ccco3)n(-c3ccccc3)c(=O)c2S1 (stereo not given) | -0.1 | -7 | -2.2 | -1 | -4 | 4 | -5 | 7
c1ccc2[nH]c(SCC3CCCCO3)nc2c1 (stereo not given) | -0.1 | 4 | -2.7 | -40 | · | -3 | · | 6
Cc1csc(SCC(=O)Nc2sccc2C#N)n1 | 0.0 | 6 | 0.0 | -96 | · | -14 | · | 4

(listing goes on)
SMILES | XiGFP reactiv | S100A4 inh HTS | E-sel inducer | EWS-Fli block | RAD54 branch | RAD52 anneal inh | esBAF inh | FN deposition inh
COc1ccc(C(=O)Nc2nc3cc4c(cc3s2)OCO4)c(OC)c1 | -0.3 | 2 | -0.5 | -45 | -4 | -13 | 36 | -4
COc1ccc(-c2nc3ccccn3c2CN2CCN(c3ccccc3F)CC2)cc1 | 0.1 | 4 | -2.5 | 8 | · | -19 | · | -10
CC(=O)c1ccccc1N(C(=O)Cn1nnc2ccccc21)C(C(=O)NCC1CCCO1)c1ccc(N2CCOCC2)cc1 (stereo not given) | 0.2 | 2 | · | 14 | -1 | -18 | 4 | -3
O=C(Nc1ccc(Br)cc1)c1cc(-c2ccncc2)nc2ccccc12 | -0.2 | -11 | · | 11 | -1 | -10 | -7 | -2
O=C(N/N=C/c1ccc2c(c1)OCO2)c1cc(-c2ccccc2Cl)nc2ccccc12 | -0.1 | 1 | · | 5 | -7 | -8 | · | 4
Cc1sc2ncn(CC(=O)NCCN(C)C)c(=O)c2c1S(=O)(=O)N1CCC(C)CC1 | 0.1 | 0 | 0.0 | 2 | -4 | -9 | 0 | 1
CCN1CCN(C(=O)/C=C/c2ccc(C(C)C)cc2)CC1 | -0.1 | -6 | -0.2 | -3 | -1 | -16 | 4 | -6
CN(C)C(=O)Nc1ccc(Cl)c(Cl)c1 | 0.1 | 7 | 0.6 | -18 | -9 | -13 | 3 | 4
Cc1cccc2nc(COc3ccc(Cl)c4cccnc34)cn12 | 0.0 | 0 | · | -121 | · | -10 | · | 6
CCN=C1SC(CC(=O)Nc2ccc3c(c2)OCO3)C(=O)N1CC (stereo not given) | 0.0 | 2 | · | 0 | · | 2 | · | ·
COc1cccc(CN(C)C[C@@H]2OCc3cnnn3CCCC(=O)N([C@@H](C)CO)C[C@H]2C)c1 | -0.1&-0.1 | 15&-5&9 | 0.2&-0.2 | 7&5&-3 | 5&-5&-8 | -5&-7&-7 | 1&4&1 | 3&-2
Cc1ccc(N(C(=O)c2csnn2)C(C(=O)NC2CCCCC2)c2ccccn2)cc1C (stereo not given) | 0.0 | 1 | -0.2 | -3 | 3 | -6 | 5 | 7
COC(=O)C[C@@H]1CC[C@@H]2[C@H](COc3ccc(NC(=O)c4cccc(F)c4)cc3C(=O)N2C)O1 | 0.2 | -1 | 0.2 | 62* | -4 | -3 | 6 | -9
CN1CCCNc2nc3ccccc3nc21 | -0.1 | -4 | -0.5 | -20 | -11 | -2 | 29 | -20
Clc1ccccc1/C=N/NC1=Nc2cccc3cccc1c23 | 4.8 | 37 | · | -50 | · | -35 | · | -35
CC1CCN(C(=O)C2CCC(CNS(=O)(=O)c3cccc4cccnc34)CC2)CC1 (stereo not given) | -0.2 | -3 | · | 6 | -6 | -6 | 5 | -13

Screening results (PubChem BioAssay)
